# aSyn rescue: qHTS of alpha-syn Inhibitors. Potency, µM (series often up to 46.1 µM), inactives show at the highest dose growth rescue (activation), usual class: activators. AID 652106, 2013. 370,000 tested, 0.14% active. Yeast expressing alpha-synuclein, growth rescue, BacTiter-Glo, 24 h; further: potency means the concentration at half of the fitted maximal effect; % of control where 0% means no effect; nearly all actives have a fitted effect of over 65% in size
#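 Readout is rescue of growth in alpha-synuclein-expressing yeast, so inhibitors of toxicity appear as activators. Growth after 24 hr at 30 deg C in galactose medium is quantified by luminescence.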
# FUS yeast rescue: qHTS for Suppressors of FUS Proteinopathy: Primary screen using FUS-linked yeast assay; S. cerevisiae FUS-expressing, growth rescue, OD600, 24 h; 390,000 tested, 0.24% active; Potency, µM (top dose mostly 76.6 µM), for the others: at the highest dose growth rescue (activation), usual class: activators;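 further: potency means the concentration at half of the fitted maximal effect; plate controls were DMSO vehicle for no effect and reference control for full effect; nearly all actives have a fitted effect of over 55% in size; some results filed as inactive show a strong effect at the top dose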
#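 Cultures pregrown in 2.5% raffinose medium are shifted to minimal medium containing 2% galactose to express toxic FUS. Compounds are tested at several concentrations. After 24hr at 30C, growth is quantified at 600 nm absorbance.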
# GLP1R inv ag: qHTS of GLP-1 Receptor Inverse Agonists (Inhibition Mode) | Potency, µM (doses to about 38.3 µM), inactives show top-dose activity change, negative = inhibition, usual class: inhibitors | 410,000 tested, 1.6% active | Glucagon-like peptide 1 receptor (Homo sapiens), P43220 | HEK293 GLP-1R CRE-luciferase, luminescence, 24 h; GLP-1R form is constitutively active; further: potency means the concentration at half of the fitted maximal effect; on the % scale 0 is the no-effect control and ±100 the full control effect; nearly all actives have a fitted effect of over 55% in size
# Target sequence (P43220 whole entry, looked up): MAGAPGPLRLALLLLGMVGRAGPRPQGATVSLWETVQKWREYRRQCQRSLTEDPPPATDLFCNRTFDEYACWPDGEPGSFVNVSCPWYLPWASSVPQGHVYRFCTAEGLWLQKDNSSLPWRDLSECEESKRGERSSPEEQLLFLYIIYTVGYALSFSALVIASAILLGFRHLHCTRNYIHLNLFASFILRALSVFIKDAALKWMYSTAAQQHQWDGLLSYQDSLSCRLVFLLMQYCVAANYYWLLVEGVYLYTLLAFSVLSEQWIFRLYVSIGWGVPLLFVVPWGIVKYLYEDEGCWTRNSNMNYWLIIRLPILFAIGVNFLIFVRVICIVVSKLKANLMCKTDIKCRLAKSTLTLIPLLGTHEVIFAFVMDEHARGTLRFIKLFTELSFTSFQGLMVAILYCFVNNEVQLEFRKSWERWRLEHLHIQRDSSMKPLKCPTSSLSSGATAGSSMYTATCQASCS
#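 GLP-1R inverse agonism mode: basal reporter luminescence in engineered HEK293 cells measured after one day of compound exposure at 37 deg C, with a 12 min room-temperature detection step.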
# PTHR1 agonist: qHTS for PTHR1 Agonists: Primary Screen; 410,000 tested, 0.075% active; Parathyroid hormone/parathyroid hormone-related peptide receptor (Homo sapiens), Q03431; HEK293 GP2 PTHR1 cells, GloSensor cAMP luminescence, 1 h; Potency, µM (top dose mostly 115 µM), for inactives: top-dose activation, hits mostly activators; further: potency means the concentration at half of the fitted maximal effect; nearly all actives have a fitted effect of over 55% in size; some results filed as inactive show a strong effect at the top dose; inactives centre near -15; many of its hits are not listed in these tables
# Target sequence (Q03431 whole entry, looked up): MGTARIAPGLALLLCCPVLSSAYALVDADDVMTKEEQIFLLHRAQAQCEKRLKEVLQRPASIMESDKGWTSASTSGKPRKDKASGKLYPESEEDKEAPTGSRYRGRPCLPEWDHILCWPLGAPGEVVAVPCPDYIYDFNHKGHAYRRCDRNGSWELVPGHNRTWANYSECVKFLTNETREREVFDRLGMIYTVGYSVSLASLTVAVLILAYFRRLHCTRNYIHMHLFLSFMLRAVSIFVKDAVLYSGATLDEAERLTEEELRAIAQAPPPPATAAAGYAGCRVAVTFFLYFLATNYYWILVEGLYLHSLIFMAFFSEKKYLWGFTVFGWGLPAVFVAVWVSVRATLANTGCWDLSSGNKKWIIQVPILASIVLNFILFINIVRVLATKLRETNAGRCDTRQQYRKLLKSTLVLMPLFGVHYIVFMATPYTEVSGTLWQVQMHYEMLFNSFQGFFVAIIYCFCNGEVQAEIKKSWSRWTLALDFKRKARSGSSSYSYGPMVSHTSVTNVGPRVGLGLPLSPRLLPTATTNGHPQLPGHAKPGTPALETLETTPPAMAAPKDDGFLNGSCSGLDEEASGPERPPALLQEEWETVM
#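 HEK-293-derived GP2 cells expressing PTHR1 and a GloSensor cAMP reporter, 3,000/well, plated overnight, given luciferin plus IBMX (each 0.5 mM as added) for 1 h at 37 °C, then compound for 1 h at 37 °C. Luminescence was read after 15 min at room temperature.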
# D3 antag: qHTS of D3 Dopamine Receptor Antagonist: qHTS. D3R cells, DiscoveRx beta-arrestin luminescence, antagonist mode; stronger effect = lower value. max response, negative = inhibition, %. 360,000 tested, 2.5% active. AID 652054, 2013; in the data active means max response below about -50%; inconclusive means no clear call, values can overlap the other calls; further: on the % scale 0 is the no-effect control and ±100 the full control effect; mostly tested at two doses, the higher about 12 µM
#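 Cells expressing the human receptor were seeded at 1500 cells/well, incubated overnight at 37 degrees C in 5% CO2, then exposed to library compounds with dopamine controls for 90 minutes at 37 degrees C before luminescent detection.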
# TDP-43 yeast inh: qHTS of TDP-43 Inhibitors; Potency, µM (top dose mostly 46.1 µM), inactives show top-dose growth rescue (activation), most hits filed as activators; TDP-43 expressing yeast growth rescue, BacTiter-Glo, 24 h; 410,000 tested, 1.8% active; further: potency means the concentration at half of the fitted maximal effect; % of control where 0% means no effect; nearly all actives have a fitted effect of over 50% in size
#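 Galactose-induced TDP-43 yeast, OD600=0.02, compound pinned; 24 hr, 30 deg C; BacTiter-Glo luminescence for growth. Inhibitors of TDP-43 toxicity read as activators.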
# GLP-1R agonist: qHTS of GLP-1 Receptor Agonists. Glucagon-like peptide 1 receptor (Homo sapiens), P43220. HEK293 GLP-1R CRE-luciferase, luminescence, 4-6 h; cells express a hypersensitive GLP-1R form. Potency, µM (titrated, usually from 45.6 µM), for the others: top-dose activation, most hits filed as activators. 380,000 tested, 0.007% active. AID 624172, 2012; further: potency means the concentration at half of the fitted maximal effect; % of control where 0% means no effect
# Abeta yeast res: qHTS for compounds that reverse cellular toxicity of Amyloid beta (A-beta) peptide in yeast: Primary Screen | yeast expressing A-beta42, growth rescue, OD600, 48 h; response scale: 0% DMSO, 100% iron-clioquinol control | Potency, µM (titrated, usually from 46.1 µM), inactives show top-dose growth rescue, most hits filed as activators | 410,000 tested, 0.063% active | AID 1347071, 2019; further: potency means the concentration at half of the fitted maximal effect; nearly all actives have a fitted effect of over 55% in size
#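 Yeast A-beta toxicity model in growth medium with pinned compounds, 48 h at 30 C; growth read as absorbance at 600 nm. Normalized to FeCl3/clioquinol equimolar mix (positive) and DMSO (negative).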
# pAkt inh: HTS Assay for Inhibitors of Akt Phophorylation: Primary Screen; activity change, % for hits at 50 µM; 360,000 tested, 0.32% active; Neuro2A IGF-stimulated pAkt S473 HTRF, 20 min; stronger effect = lower value; in the data active means activity change below about -80%; inconclusive means mostly about -51% to -80%; further: on the % scale 0 is the no-effect control and ±100 the full control effect
#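 Neuro2A cells in DMEM with 0.5% FBS, overnight at 37 deg C, given compound at single 50 µM final, then IGF (6 nM final) for 20 min at 37 deg C. Lysed; phospho-Akt Ser473 by HTRF after 24 h, 665/615 ratio.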
# * hit, by the source's call; i = inactive; ? = inconclusive; . = not tested or not shown; [ ] = remark or other dose. Unless noted, the call rests on the fitted dose curve; in most records, active means well fitted curve in the direction sought with a large enough effect; inconclusive means small, poorly fitted or top-dose-only effect, or another doubt; inactive means no such curve, though single readings can be large; an effect the other way counts as inactive or inconclusive.
SMILES	aSyn rescue	FUS yeast rescue	GLP1R inv ag	PTHR1 agonist	D3 antag	TDP-43 yeast inh	GLP-1R agonist	Abeta yeast res	pAkt inh
CCCCS/C(N)=N/N=C/c1ccccc1O	-3.1%	-1.4%	?	-36.5%[inhibitor]	-50.2*	11.2µM*	24.6%	-1.9%	-111.2%*
O=C(Nc1ccc(F)c(Cl)c1)C1CCN(c2ncccn2)CC1	.	-7.2%	-15.5%	i	.	?	.	9.5%	.
O=[n+]1cc(-c2cc3ccccc3o2)n([O-])c2c1CCCC2	-9.7%	15.4%	-11.4%	-12.7%	-8.2	?	-6.9%	-1.8%	i
COC(=O)c1nc(N)sc1C	1.5%	-1.4%	19.7%	-10.9%	5.3	-3.0%	2.0%	3.6%	i
CCOc1cc(-c2nc3ccccn3c2NCC2CCCO2)ccc1O (configuration not stated)	.	-4.5%	2.1%	-50.3%[inhibitor]	-5.4	17.9%	3.9%	-2.7%	.
Cc1nnc(SCC(=O)Nc2sc3c(c2C#N)CCCC3)[nH]c1=O	-0.2%	57.4%	10.8%	-25.3%	-54.1*	1.5%	-21.3%	17.7%	i
Cc1ccc(-c2noc(/C=C/c3ccccc3)n2)cc1	-14.1%	4.2%	23.7%	i	-13.7	-16.1%	-13.4%	-18.2%	i
O=C(OCC(O)C(O)C(O)C(SCc1ccccc1)SCc1ccccc1)c1ccccc1 (configuration not stated)	1.5%	26.0%	?	-22.5%	-67.5*	-13.5%	17.2%	18.7%	i
CC(C)[C@H](NC(=O)c1ccco1)C(=O)OCC(=O)Nc1ccc(F)cc1	-1.0%	6.0%	-11.5%	-21.5%	-3.1	9.4%	8.3%	-2.4%	i
COc1ccc(-c2nc(CS(=O)CC(=O)NCc3ccc(F)cc3)c(C)o2)cc1OC (configuration not stated)	.	3.6%	24.3%	i	.	0.0%	.	-23.8%	.
COc1ccc2c(c1)c(=O)c(S(=O)(=O)c1ccc(C)c(C)c1)cn2CC(=O)Nc1ccccc1	.	12.6µM*	-16.5%	-23.6%	.	6.7%	-1.3%	-7.8%	.
CN1C(=O)C(=O)N(CC(=O)Nc2ccccc2OC(F)F)C1=O	-2.0%	7.2%	5.6%	i	10.6	-2.4%	-2.0%	-14.5%	i
COc1ccc(OC)c(S(=O)(=O)N2CCC(C(=O)NCc3ccccn3)CC2)c1	-3.2%	-17.0%	2.9%	-2.7%	-14.3	-7.8%	13.2%	1.9%	i
O=C(c1ccc[nH]1)N1O[C@@H]2C=C[C@H]1C2	-6.4%	-13.5%	11.2%	i	36.7	16.1%	-4.2%	-5.1%	i
CC(OC(=O)c1ccc2c(=O)n3c(nc2c1)CCCCC3)C(N)=O (configuration not stated)	4.2%	6.6%	4.6%	i	6.1	15.6%	6.3%	-13.2%	i
CC1=Nc2cc(C(=O)NCCCOC(C)C)ccc2Sc2ccccc21	0.6%	23.2%	?	i	-12.0	12.8%	20.0%	9.3%	i
O=C1N/C(=N\N=C\c2cccnc2)SC1Cc1ccc(SC(F)F)cc1 (configuration not stated)	?	8.3%	18.2%	i	0.0	20.8%	-1.2%	5.0%	i
CCCCOc1ccc(C2=NC(c3ccncc3)=Nc3ccc(Br)cc3N2)cc1	.	35.2%	0.9%	-12.8%	.	-2.0%	.	6.2%	.
CCC(=O)c1ccc(OCC(=O)N(C)CC(=O)Nc2cccc(F)c2)cc1	-2.2%	-31.1%	-21.7%	i	13.8	-8.2%	-10.2%	-0.8%	i
Cc1ccc(CN(Cc2ccco2)C(=O)c2ccco2)cc1	7.5%	-0.1%	?	-25.5%	-16.4	22.3%	12.2%	11.1%	i
COc1ccc(NC(=O)CN(C)C(=O)c2c(-c3ccccc3Cl)noc2C)cc1	4.5%	8.4%	-24.4%	i	2.0	-8.6%	-7.5%	8.9%	i
O=C(CCC(=O)N(CC(=O)NC1CCCCC1)Cc1ccccc1)Nc1nccs1	-5.4%	0.9%	7.4%	-3.8%	-6.8	15.4%	4.9%	6.9%	i
CCC1CCc2sc(C(=O)NCC3CCCO3)cc2C1 (configuration not stated)	2.1%	11.7%	?	-30.2%[inhibitor]	-6.2	?	22.9%	-2.0%	i
Cc1cc(C)cc(C(=O)Nc2nnc(SCC(=O)NCC3CCCO3)s2)c1 (configuration not stated)	-1.3%	.	17.4%	-11.9%	-3.9	7.1%	-1.2%	-16.4%	i
CN(C)CCN1CC(C(=O)O)CC1=O (configuration not stated)	28.9%	5.7%	0.3%	9.8%[57.5 µM]	10.2	3.7%	-19.6%	4.6%	i
C[C@@H]1CN([C@@H](C)CO)C(=O)CCCn2nncc2CO[C@H]1CN(C)S(=O)(=O)c1cccc(F)c1	-5.8%	13.2%	8.2%	-12.9%	-21.2	27.1%	-0.4%	1.4%	i
N#CC1=C2SCN(C3CCCCC3)CN2C(=O)CC1c1c(F)cccc1Cl (configuration not stated)	.	?	11.8%	-10.1%	.	9.3%	.	-13.1%	.
CNC(=O)c1[nH]cnc1C(=O)N[C@@H](Cc1ccccc1)C(=O)OCc1ccccc1	0.8%	16.7%	8.7%	-42.2%[inhibitor]	-17.8	8.2%	-2.0%	-1.9%	i
O=C(O)c1cc(NC(=O)c2ccc3c(c2)C(=O)N(Cc2ccccc2)C3=O)cc(C(=O)O)c1	-0.2%	.	12.3%	i	1.9	-7.0%	0.0%	-14.6%	i
CC(=O)Nc1cccc(-c2nc3ccccc3c(=O)o2)c1	1.2%	6.8%	-13.7%	i	-4.0	-3.6%	-1.6%	5.6%	i
Cc1cccc(C(=O)N2CCC(c3nc(-c4ccc(S(=O)(=O)N5CCOCC5)cc4)no3)CC2)c1	-0.1%	-10.2%	-0.3%	-4.4%	10.8	-16.8%	-5.3%	12.0%	i
COc1ccc(-n2nc(C)c3c(=O)c4c([nH]c32)CCCC4)cc1	2.2%	-14.3%	-6.3%	i	1.6	11.7%	6.9%	-1.8%	i
Cc1cc2nc(-c3ccc(C#N)cc3)c(Cc3ccsc3)n2c(C)c1Br	-7.9%	24.7%	-5.7%	-4.4%	33.3	19.0%	-0.1%	-18.3%	i
C/C(=N\NC(=O)Cc1ccccc1)c1cccs1	-7.8%	2.6%	68.1%[activator]	-22.1%	-12.8	-4.5%	9.2%	6.7%	i
Cc1ccc(-c2nc3ccccc3c(C(=O)NCc3cccs3)c2C)cc1	-7.9%	?	?	-9.1%[57.5 µM]	19.8	-19.5%	-2.0%	-46.2%[inhibitor]	i
Nc1c2c(nn1-c1ccc(C(=O)O)cc1)CNC2	23.0%	-19.6%	2.8%	i	6.3	-0.2%	-2.9%	-14.2%	i
CCN(CC(=O)NCc1cccs1)S(=O)(=O)c1ccc(C(C)C)cc1	12.5%	1.2%	?	-2.9%[57.5 µM]	-28.2	-8.0%	4.8%	-10.1%	.
CC(Oc1cccc(F)c1)C(=O)Nc1ccc(N2CCOCC2)cc1 (configuration not stated)	0.6%[1.84 µM]	13.0%	1.0%	i	9.1	0.0%	14.1%	0.6%	i
Cc1cc(C(=O)CSc2nnc(N)s2)c(C)n1CCc1ccc(Cl)cc1	5.3%	33.4%	-9.6%	-13.1%[57.5 µM]	69.0	?	1.9%	0.4%	i
C=CCNc1nc(-c2c(C)nc3sccn23)cs1	-9.7%	21.2%	13.4%	-19.6%	-9.4	11.4%	1.3%	5.2%	i
Cc1ccc(/C=C/C(=O)N2CCN(S(=O)(=O)c3cccs3)CC2)o1	-13.2%	-0.8%	-16.1%	-5.8%	24.7	14.9%	12.1%	-3.4%	i
CCN(CC)S(=O)(=O)c1ccc(N2CC(C(=O)NC3(C)CCS(=O)(=O)C3)CC2=O)cc1 (configuration not stated)	1.0%	17.9%	-2.7%	28.1%	0.3	-2.6%	-0.9%	-11.9%	i
CC(=O)c1cc(F)c(N2CCCCCC2)cc1C	6.5%	21.1%	?	i	9.6	-4.3%	-0.1%	6.9%	i
Cc1ccc(CNC(=O)c2cnn3c(C)c(Cc4c(F)cccc4Cl)c(C)nc23)cc1	.	24.1%	-23.5%	-6.2%	.	30.5%	.	-4.3%	.
Cc1ccc(-c2nnc3n2CCCCC3)cc1	1.1%	-31.3%	1.5%	i	30.5	15.2%	-4.8%	23.9%	i

# Reprinted at random: 3 compounds from above, in no set order.
SMILES	aSyn rescue	FUS yeast rescue	GLP1R inv ag	PTHR1 agonist	D3 antag	TDP-43 yeast inh	GLP-1R agonist	Abeta yeast res	pAkt inh
CCN(CC(=O)NCc1cccs1)S(=O)(=O)c1ccc(C(C)C)cc1	12.5%	1.2%	?	-2.9%[57.5 µM]	-28.2	-8.0%	4.8%	-10.1%	.
Cc1ccc(/C=C/C(=O)N2CCN(S(=O)(=O)c3cccs3)CC2)o1	-13.2%	-0.8%	-16.1%	-5.8%	24.7	14.9%	12.1%	-3.4%	i
C=CCNc1nc(-c2c(C)nc3sccn23)cs1	-9.7%	21.2%	13.4%	-19.6%	-9.4	11.4%	1.3%	5.2%	i

# From PubChem

# A portion of the library, so the mix of outcomes need not match the whole.
